Screens deposited in PubChem BioAssay by MTDP.
RNase H inhibition – RNase H inhibition, HIV 1 Gag Pol polyprotein, FRET biochemical assay, screening (AID 372). actives 0.77% (n = 100,000). HIV-1 RT RNase H, FRET RNA/DNA substrate fluorescence; higher % means a stronger effect. inhibition, % at 10 µM, or IC50 in µM where a hit was titrated; in the data active = inhibition above about 50%
The depositor's hits bear a star.

SMILES	RNase H inhibition
O=C(N/N=C/c1ccc2c(c1)OCO2)C(=O)Nc1cccc(C(F)(F)F)c1	17%
CSc1ccc(S(=O)(=O)N(CC(=O)NCc2ccccc2C)c2ccc(C)cc2)cc1	7%
COc1cc(/C=C2/C(=O)N(c3ccc(C(=O)O)cc3)N=C2C)cc(OC)c1O	1%
O=C(Nc1ccc(NC(=O)c2cccc3ccccc23)cc1)c1cccc(Cl)c1	31%
CCOc1ccc(C(=O)Nc2ccc3ccccc3c2)cc1[N+](=O)[O-]	8%
Cc1ccc(NC(=S)NNC(=O)CCn2c3ccccc3c3ccccc32)cc1	42%
COc1ccc(CN2CCN(C(=O)c3ccc([N+](=O)[O-])cc3)CC2)cc1Br	11%
COc1ccc(C(=O)Nc2nnc(-c3ccccc3)s2)cc1S(=O)(=O)N1CCOCC1	2%
C=CC(=O)NC(NC(=O)C=C)c1ccc(OC)cc1	0%
O=C(COc1ccc(Br)cc1Cl)Nc1ccccc1C(F)(F)F	2%
COc1ccc(C(=O)Nc2nnc(C)s2)cc1[N+](=O)[O-]	32%
CC1CCN(c2ccc(C=O)cc2[N+](=O)[O-])CC1	7%
COc1cc(/C=N/N=C2/NC(=O)C(CC(=O)Nc3cccc(Cl)c3Cl)S2)ccc1O (centres undefined)	5%
COc1ccc(-c2nnnn2C)cc1S(=O)(=O)Nc1ccc(C)c(Cl)c1	9%
COc1ccc(N/C(C)=C/C(=O)c2ccc(F)cc2)cc1	8%

A stretch of the results above, as a working copy:
SMILES	RNase H inhibition
O=C(N/N=C/c1ccc2c(c1)OCO2)C(=O)Nc1cccc(C(F)(F)F)c1	17%
CSc1ccc(S(=O)(=O)N(CC(=O)NCc2ccccc2C)c2ccc(C)cc2)cc1	7%

Following part.
SMILES	RNase H inhibition
Cc1ccc(N2C(=O)c3ccc(C(=O)O)cc3C2=O)nc1	0%
Cc1cccc(OCC(=O)N/N=C/c2c3ccccc3cc3ccccc23)c1	10%
CN(C)c1ccc(/C=N/NC(=O)c2ccco2)o1	27%
COc1ccc(CC(=O)Nc2cc([N+](=O)[O-])ccc2F)cc1	0%
O=C(/C=C/c1c[nH]c2ccccc12)c1ccc(Cl)cc1	8%
CCc1ccc(NC(=O)CSc2nnc(SCC(=O)Nc3ccc(CC)cc3)s2)cc1	16%
O=C(N/N=C/c1c(O)ccc2ccccc12)c1ccc(CO)nc1	3%
O=C(NCCCc1ccccc1)C(Sc1ccccc1)c1ccccc1 (centres undefined)	7%
O=C(O)CCC(=O)NCc1ccc(Cl)cc1	0%
O=C(Nc1cccnc1)c1ccccc1Cl	4%
O=C1c2ccccc2C(=O)c2c1cccc2N1CCCC1	30%
S=C(NC1=NCCS1)Nc1ccccc1	16%
O=C(N/N=C/c1ccccc1F)c1ccc(N2Cc3ccccc3C2)cc1	7%
COC(=O)c1cc(COc2ccc3c(oc(=O)c4cc(OC)ccc43)c2C)c(C)o1	18%
O=S(=O)(Nc1ccccc1C(F)(F)F)c1cc(Cl)ccc1Cl	16%
O=C(Nc1cccc(Br)c1)C(=O)NC1CCCC1	4%
O=C1N=C(N2CCCCCC2)S/C1=C\c1ccccc1	5%
O=C(c1ccc(-c2ccc([N+](=O)[O-])cc2)o1)N1CCOCC1	22%
O=C(CN1CCCCCC1)N/N=C/c1cccc(Cl)c1	2%
CCOc1ccc(C2C(C(=O)OC)=C(C)NC(C)=C2C(=O)OC)cc1OC	0%
COc1ccc(NC(=O)C2=C(C)NC(=O)NC2c2cc(OC)c(OC)c(OC)c2)cc1 (centres undefined)	0%
CCN(CC)c1ccc(N=Cc2c[nH]c3ccccc23)cc1	4%
Cc1cc(C)c(C(=O)/C=C/c2ccc(-c3ccccc3)o2)cc1C	11%
Cc1ccc2c(Cl)c(-c3nnc(-c4ccc(Cl)cc4)o3)sc2c1	0%
Cc1cc(Br)cc(C)c1NC(=O)c1ccc(-c2ccc(Cl)cc2)o1	6%
CC1(C)CC(=O)C=C(NNC(=O)c2cccnc2)C1	6%
CC(=O)NC(c1ccco1)c1c(O)ccc2ccccc12 (centres undefined)	5%
CCOC(=O)c1c(-c2ccccc2)csc1N	4%
COc1ccc2oc(=O)c(C(=O)Nc3ccc(S(N)(=O)=O)cc3)cc2c1	11%
Oc1cccc(C=NC2CCCCC2)c1	33%
CC(C)COC(=O)c1ccc(NC(=O)COc2ccccc2Cl)cc1	7%
CCOc1ccc(-n2nc3ccc(NC(=O)c4ccccc4)cc3n2)cc1	25%
CC(=O)NS(=O)(=O)c1ccc(NC(=O)c2ccc(F)cc2)cc1	0%
COc1cccc(-c2csc(/C(C#N)=C\Nc3cc(OC)c(Cl)cc3OC)n2)c1	16%
Cc1c(C(c2ccc(Cl)cc2)c2c(C)n(C)n(-c3ccccc3)c2=O)c(=O)n(-c2ccccc2)n1C	6%
COc1cccc(OCc2cc(C3Nc4ccccc4C(=O)N3Cc3ccccc3)ccc2OC)c1 (centres undefined)	6%
COc1cccc(N2C(=O)CC(N(C)Cc3ccccc3)C2=O)c1 (centres undefined)	5%
Cc1cc(=O)oc2c(/C=N/Nc3nc(-c4ccccc4)cc(-c4ccccc4)n3)c(O)ccc12	0%
O=C1C2C3C=CC(CC3)C2C(=O)N1/N=C/c1ccc(-c2ccc([N+](=O)[O-])cc2Br)o1 (centres undefined)	30%
Cc1n(Cc2ccccc2)c2cc([N+](=O)[O-])ccc2[n+]1Cc1ccccc1	6%
COc1cc(C=O)ccc1OCCCOc1ccc(Br)cc1Cl	49%
CC(C)(C)c1ccc(OCC(=O)NC(=S)Nc2ccccc2C(F)(F)F)cc1	3%
CCOc1ccc(C(=O)Nc2ccc(NC(=O)c3ccco3)c(OC)c2)cc1Br	5%
Cc1nc2ccccc2n1S(=O)(=O)c1ccc(Br)cc1	0%
COc1ccccc1/C=C1\SC(=S)N(Nc2nc(C)cc(C)n2)C1=O	2%
Cc1ccc([N+](=O)[O-])cc1N1C(=O)C2C3C=CC(CC3)C2C1=O (centres undefined)	0%
CCOC(=O)c1c(-c2ccc(F)cc2)csc1NC(=O)C1CC=CCC1C(=O)O (centres undefined)	7%
CC1(C)CC(CCNCc2ccccc2)(Cc2ccccc2)CCO1 (centres undefined)	3%
COc1cc(NC(=O)c2cccc(Cl)c2)cc(OC)c1	23%
C=CCN1C(=O)/C(=C\c2ccco2)C(C(=O)OC)=C1C	15%
O=C(Cc1ccc(Cl)cc1)N/N=C/c1ccccc1	0%
Cc1ccc(OCCSc2nc3ccccc3n2CC(=O)O)c(C(C)C)c1	12%
CCCCOc1ccc(C(=O)Nc2ccccc2OC(C)C)cc1	7%
COc1ccccc1N1CCN(c2ccc([N+](=O)[O-])cc2[N+](=O)[O-])CC1	4%
CCOc1cccc(C(=O)Nc2nnc(-c3cccs3)s2)c1	10%
Cc1ccsc1C1N(c2ccccc2)CCN1c1ccccc1	14%
COc1cc(C=Nc2ccc(OC(F)(F)F)cc2)ccc1O	0%
COc1cccc(C=Nn2c(-c3ccc(Cl)cc3)n[nH]c2=S)c1OC	7%
COc1ccccc1C1/C(=C(/O)c2ccccc2)C(=O)C(=O)N1CC1CCCO1 (centres undefined)	6%
COc1ccc(Br)cc1C=C1C(=O)N(C)C(=O)N(C)C1=O	4%
Remaining list, next part:
SMILES	RNase H inhibition
Cc1ccc(NC(=O)CSc2nsc(SCC(=O)Nc3ccc(C)cc3)c2C#N)cc1	1%
Cc1ccc(OCC(=O)Nc2cccc(-c3nc4ccccc4s3)c2C)cc1C	4%
CC1=C(C(=O)OCCC(C)C)C(c2ccc(Cl)c(Cl)c2)NC(=O)N1 (centres undefined)	39%
COc1ccc(Br)cc1C=NN1CCN(C2c3ccccc3-c3ccccc32)CC1	18%
O=C(N/N=C/c1ccc(-c2ccccc2Cl)o1)c1ccccn1	15%
O=C(c1coc2ccc(O)c(CN3CCCCC3)c12)C1CC1	6%
Cc1ccc(C2=NN(c3ccc(F)cc3)C(c3cccs3)C2)cc1 (centres undefined)	12%
COC(=O)C1=C(C)NC2=C(C(=O)CC(c3ccccc3)C2)C1c1cccc([N+](=O)[O-])c1 (centres undefined)	14%
COc1ccc(N2C(=O)CC(Cc3ccc(Br)cc3)C2=O)cc1 (centres undefined)	0%
O=[N+]([O-])c1ccc(-c2nnc(-c3ccco3)o2)c(Cl)c1	8%
COc1cccc(N2C(=O)C3C(c4ccc(Br)cc4)OC4(C(=O)c5ccccc5C4=O)C3C2=O)c1 (centres undefined)	6%
O=C(Nc1ccc(Cl)c([N+](=O)[O-])c1)c1ccc(-c2ccc(Br)cc2)o1	3%
Cc1nc(N)sc1-c1csc(Nc2cccc(Cl)c2C)n1	20%
COCCCNC(=O)COc1cccc(C)c1	5%
COc1ccc(C2CC(=O)C3=C(C2)NC(C)=C(C(=O)OCCOc2ccccc2)C3c2ccc(Cl)cc2)cc1 (centres undefined)	10%
CC1(C)Cc2ccccc2-c2nnc(-c3cccc(N)c3)n21	6%
CCC1=NN(C(=O)c2cccc(O)c2)C(O)(c2ccncc2)C1 (centres undefined)	0%
O=C(COc1ccc(Br)cc1Cl)NCc1ccc2c(c1)OCO2	29%
O=C(Nc1ccc(S(=O)(=O)N2CCCCCC2)cc1)c1ccc(Cl)cc1Cl	8%
N#Cc1cc2c(nc1SCC(=O)Nc1nccs1)CCCC2	22%
CC1(C)SC(=S)N(N)C1N(O)C(=O)Nc1ccccc1 (centres undefined)	5%
CCC(C(=O)Nc1ccccn1)c1ccccc1 (centres undefined)	0%
Cc1cc2nc(-c3ccc(NC(=O)c4cccc([N+](=O)[O-])c4C)cc3)oc2cc1C	15%
CCOC(=O)C(C#N)c1ccccn1 (centres undefined)	3%
O=c1cc(-c2ccc([N+](=O)[O-])cc2)nc(-c2ccco2)o1	17%
COc1ccc(-c2nc(NC(=O)c3ccc(OC)c(Br)c3)sc2C)cc1	20%
CC(=O)Nc1ccc(OC(=O)c2c(F)cccc2F)cc1	1%
CCOC(=O)C1=C(C)NC2=C(C(=O)CCC2)C1c1ccc2c(c1)OCO2 (centres undefined)	5%
COc1ccccc1/C=C1\SC(=O)N(c2ccc(Cl)cc2)C1=O	9%
C#CCOc1ccc(/C=C2\C(=O)NC(=S)N(c3cccc(Cl)c3Cl)C2=O)cc1OC	11%
Cc1ccc2oc(-c3cc(NC(=O)c4ccccc4)ccc3O)nc2c1	6%
O=C(COc1ccc(Cl)cc1Cl)NNc1nc(N2CCOCC2)nc(N2CCOCC2)n1	22%
C=CSC1=C(C#N)C(c2cccc3ccccc23)CC(=O)N1 (centres undefined)	11%
Cc1ccc(C=Nc2ccc(I)cc2)o1	28%
Cc1ccc(-c2nc3ncccc3o2)cc1NC(=S)NC(=O)/C=C/c1ccccc1	5%
O=C1C(Cl)=C(Nc2ccccc2)C(=O)N1Cc1ccccc1	13%
C/C(CC1CC2=C(CC1(C)C)C(C)(C)CCC2)=N\O (centres undefined)	8%
CCOC(=O)C(=CNc1ccc(Cl)c(Cl)c1)C(=O)OCC	3%
O=[N+]([O-])c1ccc(N/N=C/c2ccc(Cl)c([N+](=O)[O-])c2)cc1	8%
CCOC(=O)C1CCCN(S(=O)(=O)c2ccccc2[N+](=O)[O-])C1 (centres undefined)	19%
C=CCOc1ccc(/C=C2\C(=O)NC(=S)N(c3ccc(Br)cc3)C2=O)cc1OC	2%
CCOC(=O)c1c(NC(C)=O)sc2c1CC(C)(CC)OC2 (centres undefined)	6%
COc1ccc(Br)cc1C1C(C(=O)OCCOC(C)C)=C(C)NC2=C1C(=O)CCC2 (centres undefined)	5%
O=C1NC(=O)C(=Cc2ccc(OC(=O)c3ccccc3[N+](=O)[O-])cc2)C(=O)N1	36%
Cc1cccc(-c2nc3sc4c(c3c(=O)o2)CCC4)c1	17%
O=C(O)c1ccc(Nc2ccnc3cc(Cl)ccc23)cc1	3%
COc1ccc(OC)c(N2C(=O)c3ccc(OC)c(OC)c3C2=O)c1	0%
COc1ccccc1N1CCN(/N=C\c2ccccc2[N+](=O)[O-])CC1	12%
Cc1ccc(C(=O)Oc2cccc3ccc(C)nc23)cc1	5%
Cc1c(NC(=O)c2ccc(I)cc2[N+](=O)[O-])c(=O)n(-c2ccccc2)n1C	10%
Cc1cccc(C)c1OC(=O)c1ccc([N+](=O)[O-])cc1	15%
O=C(Nc1ccccc1Cl)N1CCN(c2ccc(F)cc2)CC1	3%
COc1ccc(N2C(=O)C3ON(c4ccccc4)C(c4ccncc4)C3C2=O)cc1 (centres undefined)	7%
CCN(CC)C(=O)c1sc(NC(=O)c2ccc([N+](=O)[O-])cc2)c(C(=O)OC)c1C	13%
Cc1c(NC(=O)Cc2ccc(Br)cc2)cccc1[N+](=O)[O-]	5%
CCOc1ccc(/C=C2\C(=O)NC(=O)N(c3ccc(Br)cc3)C2=O)c2ccccc12	7%
Cc1n[nH]c(C)c1CCCCCCOc1ccccc1Cl	34%

Compounds above containing a furan ring, fused or not (15):
SMILES	RNase H inhibition
CN(C)c1ccc(/C=N/NC(=O)c2ccco2)o1	27%
COC(=O)c1cc(COc2ccc3c(oc(=O)c4cc(OC)ccc43)c2C)c(C)o1	18%
O=C(c1ccc(-c2ccc([N+](=O)[O-])cc2)o1)N1CCOCC1	22%
Cc1cc(C)c(C(=O)/C=C/c2ccc(-c3ccccc3)o2)cc1C	11%
Cc1cc(Br)cc(C)c1NC(=O)c1ccc(-c2ccc(Cl)cc2)o1	6%
CC(=O)NC(c1ccco1)c1c(O)ccc2ccccc12 (centres undefined)	5%
O=C1C2C3C=CC(CC3)C2C(=O)N1/N=C/c1ccc(-c2ccc([N+](=O)[O-])cc2Br)o1 (centres undefined)	30%
CCOc1ccc(C(=O)Nc2ccc(NC(=O)c3ccco3)c(OC)c2)cc1Br	5%
C=CCN1C(=O)/C(=C\c2ccco2)C(C(=O)OC)=C1C	15%
O=C(N/N=C/c1ccc(-c2ccccc2Cl)o1)c1ccccn1	15%
O=C(c1coc2ccc(O)c(CN3CCCCC3)c12)C1CC1	6%
O=[N+]([O-])c1ccc(-c2nnc(-c3ccco3)o2)c(Cl)c1	8%
O=C(Nc1ccc(Cl)c([N+](=O)[O-])c1)c1ccc(-c2ccc(Br)cc2)o1	3%
O=c1cc(-c2ccc([N+](=O)[O-])cc2)nc(-c2ccco2)o1	17%
Cc1ccc(C=Nc2ccc(I)cc2)o1	28%

This is a subset, so the mix of outcomes need not match the whole.
